Source: PubChem (several laboratories)
ADAM10 inh: inhibitors of human ADAM10; recombinant ADAM10, EDANS/DABCYL FRET peptide cleavage, 3 h; inhibition, % at 7 µM; hit rate 0.62% among 370,000;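 active = inhibition above a per-campaign cutoff equal to the mean of compounds falling between control-based bounds plus 3 SD, cut at about 20% in these data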;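 note: 0% = DMSO wells while the 100% control is not disclosed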
GC-B act: GC-B (human) receptor activation. hit rate 0.11% among 370,000. P20594. AID 1920062. activation, % at 10 µM. HEK293-GC-B cells, CNP EC30, cGMP TR-FRET; 0% at EC30 CNP, 100% saturating CNP;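 active = activation at 10 µM reaching about 35% in either raw or pattern-adjusted values, limit read from the data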
Target sequence (P20594 whole entry, looked up): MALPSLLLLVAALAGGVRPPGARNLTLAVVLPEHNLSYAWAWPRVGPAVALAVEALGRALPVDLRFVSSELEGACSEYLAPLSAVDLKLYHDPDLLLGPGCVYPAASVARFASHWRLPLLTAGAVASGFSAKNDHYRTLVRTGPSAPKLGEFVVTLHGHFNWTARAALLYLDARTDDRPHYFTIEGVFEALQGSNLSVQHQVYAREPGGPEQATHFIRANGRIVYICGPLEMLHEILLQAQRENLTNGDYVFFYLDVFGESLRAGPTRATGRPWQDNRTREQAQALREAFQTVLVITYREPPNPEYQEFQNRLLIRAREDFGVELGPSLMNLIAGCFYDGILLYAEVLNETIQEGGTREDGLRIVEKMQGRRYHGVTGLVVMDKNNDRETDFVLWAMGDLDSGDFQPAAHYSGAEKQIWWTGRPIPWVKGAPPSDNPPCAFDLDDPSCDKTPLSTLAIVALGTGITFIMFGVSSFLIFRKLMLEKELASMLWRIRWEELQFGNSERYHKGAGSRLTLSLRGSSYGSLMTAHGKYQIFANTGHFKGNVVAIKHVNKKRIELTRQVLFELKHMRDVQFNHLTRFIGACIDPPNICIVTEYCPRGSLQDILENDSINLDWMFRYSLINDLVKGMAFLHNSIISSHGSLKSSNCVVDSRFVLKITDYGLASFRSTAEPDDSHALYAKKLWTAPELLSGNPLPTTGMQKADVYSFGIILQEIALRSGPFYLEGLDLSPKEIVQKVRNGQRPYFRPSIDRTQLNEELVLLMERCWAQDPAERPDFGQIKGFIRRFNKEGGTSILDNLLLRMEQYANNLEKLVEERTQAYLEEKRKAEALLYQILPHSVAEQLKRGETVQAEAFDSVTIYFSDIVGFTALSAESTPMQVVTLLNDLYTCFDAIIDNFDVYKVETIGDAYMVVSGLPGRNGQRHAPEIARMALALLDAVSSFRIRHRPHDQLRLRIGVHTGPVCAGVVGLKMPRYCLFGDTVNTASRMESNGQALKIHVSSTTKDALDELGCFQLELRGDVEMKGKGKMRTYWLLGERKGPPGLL
NPR1 activator: GC-A (human) enzyme activation; P16066; HEK293 GC-A cells, cGMP TR-FRET, EC30 ANP; 0% at EC30 ANP, 100% saturating ANP; activation, % at 10 µM; hit rate 0.14% among 370,000; in the data active = activation above about 40%
GAA850 FXN act: frataxin GAA850 promoter activation. HEK293 lucGAA850 FXN promoter luciferase reporter, 24 h; percent of 10 µM SAHA response. activation, % at 6 µM. hit rate 0.56% among 360,000. AID 540364;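 active = activation above the average of all compounds screened plus 3 SD, cutoff fixed separately per campaign, cut at about 7.5% in these data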;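 note: 0% = DMSO wells and 100% = 10 µM SAHA wells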
DDE Tn6 FP inh: disrupts Tn6 cyclic peptide binding to fibrin D-Dimer-E complex; hit rate 0.21% among 370,000; Fibrin DD(E) TRITC-Tn6 fluorescence polarization displacement; inhibition, % at 8.3 µM; AID 720509;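 active = inhibition above a per-campaign cutoff: mean of compounds within control limits plus 3 SD, cut at about 15% in these data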;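 note: 0% = median of all compound wells on the plate and 100% = blocking peptide control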
ASAP1 GAP inh: ASAP1 ArfGAP inhibition; hit rate 0.19% among 360,000; Q9ULH1; AID 624377; inhibition, % at 16.5 µM; ASAP1-stimulated ARF1 GTP hydrolysis, GDP FP detection; in the data active = inhibition above about 25%;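 note: 0% = vehicle with enzyme and substrate and 100% = no enzyme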
ARFGAP1 inh: rat ARFGAP1 inhibition. Q62848. Arfgap1-stimulated ARF1 GTP hydrolysis, GDP FP detection. inhibition, % at 16.5 µM. hit rate 0.26% among 360,000. AID 651572;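 active = inhibition above a per-plate limit, mean inhibition of low control wells plus 3 SD, cut at about 25% in these data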;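 note: 0% = DMSO wells with enzyme and 100% = wells lacking Arfgap1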
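Assay system: purified rat His6-Arfgap1 residues 1-136 (GAP domain); Reagent: human Δ17 ARF1 bound to GTP; Dosing: 16.5 µM single point, 1.26% DMSO; Times: GTP hydrolysis reaction 2 h at 25 °C; Signal: FP, GDP Alexa 633 tracer displaced from anti-GDP antibody, 620/688 nm; Measure: % inhibition from polarization.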
HGIII-sPLA2 inh: Inhibits HGIII-sPLA2 liposome hydrolysis, primary screen. AID 743126. hit rate 0.56% among 370,000. inhibition, % at 12.2 µM. QFRET BODIPY PC-A2 liposome hydrolysis, fluorescence. Q9NZ20;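 active = inhibition above mean plus 3 SD of compounds lying within the high and low control bounds, cut at about 19% in these data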;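 note: 0% = median of test compound wells and 100% = no enzyme DMSO wells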
rCAG binder: r(CAG) repeat RNA binding; inhibition, % at 3 µM; TO-PRO-1 dye displacement fluorescence; hit rate 1.3% among 370,000;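 active = inhibition above the plate cutoff, the mean of all test compounds on that plate plus 3 SD, cut at about 35% in these data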;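 note: 0% = DMSO alone and 100% = 100 µM mitoxantrone as full dye displacement; higher means more dye released from RNA so lower well fluorescence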
proKLK7 act: activates the human kallikrein-7 zymogen; purified proKLK7, EDANS-DABCYL substrate fluorescence; 100% is mature enzyme control, 0% vehicle; hit rate 0.9% among 370,000; activation, % at 7 µM; AID 652039;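 active = activation above the mean of all tested compounds plus 3 SD, computed per campaign excluding outliers beyond control limits, cut at about 13% in these data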
An asterisk follows results filed as active; i = inactive; · = no result given.

SMILES	ADAM10 inh	GC-B act	NPR1 activator	GAA850 FXN act	DDE Tn6 FP inh	ASAP1 GAP inh	ARFGAP1 inh	HGIII-sPLA2 inh	rCAG binder	proKLK7 act
CCOC(=O)N1CCC(NC(=O)c2ccc3c(c2)N(CC)CCS3)CC1	i	-1	-2	-2.6	2	1	-1	3	2	27*
O=C1OCc2cc(NC(=O)C3CCCO3)ccc21 (configuration not stated)	4	3	-1	1.3	6	4	20	4	0	-0.2
COc1ccccc1/C=N/NC(=O)c1ccccc1NS(=O)(=O)c1ccc(C)cc1	-10	1	-2	2.2	4	12	2	-9	39*	0.1
Cc1noc(-c2ccc(C(F)(F)F)cc2)c1NC(=O)Nc1ccc(Cl)cc1	2	1	0	-0.9	-4	20	2	-2	2	0.2
O=C(O)c1ccc(C(=O)c2ccc3c(c2)C(=O)N(CCO)C3=O)cc1	-1	-2	2	1.6	1	-9	12	0	1	0.0
O=C1c2ccc([N+](=O)[O-])cc2NC(c2ccco2)N1/N=C/c1ccco1 (configuration not stated)	3	-1	2	0.4	7	3	9	3	10	0.4
CCOC(=O)C1=C(C)NC(=O)NC1c1ccc(OC(C)C(=O)O)c(OC)c1 (configuration not stated)	8	6	1	3.0	4	5	4	3	-1	-0.4
C[C@@H]1CCCCO[C@H](CN(C)C(=O)Nc2ccc(C(F)(F)F)cc2)[C@@H](C)CN([C@H](C)CO)C(=O)c2cc(NC(=O)c3ccncc3)ccc2O1	9	-6	-3	-4.4	-5	5	7	-15	4	0.6
CS(=O)c1ccccc1-c1nc(-c2ccc([N+](=O)[O-])cc2)no1 (configuration not stated)	8	-7	-1	0.0	4	4	-7	6	-1	-0.4
CCN(CC)S(=O)(=O)c1cc(NS(=O)(=O)c2cccc(Cl)c2Cl)ccc1C	9	2	1	0.6	-5	5	5	-38	42*	0.5
OCC[C@H]1C[C@@H](O)[C@H](O)[C@]2(CCCCO2)O1	-1	2	2	-0.9	1	-6	5	0	-2	-0.2
COc1cc(/C=C/C(=O)O)cc(S(=O)(=O)Nc2cc(S(=O)(=O)N3CCCCC3)ccc2Cl)c1OC	1	2	-2	-1.2	1	-3	5	6	18	0.2
CCCCn1cnc2cc(C)c(C)cc21	-1	-3	-2	2.2	-4	7	11	5	-8	0.2
O=C(O)c1ccc(CNS(=O)(=O)c2ccc3ccccc3c2)cc1	-1	5	2	0.9	9	8	2	1	0	0.3
CCCCCc1cc(=O)oc2c(C(CCN3CCCCC3)c3ccc(OC)cc3)c(OC)cc(OC)c12 (configuration not stated)	-118	-6	-4	-1.1	0	-8	1	-15	7	-1.9
Cc1cc(C)nc(SCc2ccc(C(=O)NN=C3C4CC5CC(C4)CC3C5)cc2)n1	-3	7	-4	3.0	-1	-3	-6	-1	3	-19
COc1cccc(-c2cc(C(=O)N3CCN(C(=O)c4ccco4)CC3)on2)c1	-3	1	-2	-0.7	-11	-7	2	0	-1	-1.0
O=C(Nc1nncs1)C1CC(=O)N(CCc2ccc(F)cc2)C1 (configuration not stated)	1	9	-1	1.0	-3	1	-2	-5	7	0.5
CC(C)CCn1c(CN2CCN(Cc3ccccc3)CC2)nc2c1c(=O)n(C)c(=O)n2C	-7	-18	-8	-4.3	-3	0	-1	-17	-2	0.6
COc1ccc(S(=O)(=O)N2CCOC2CNC(=O)C(=O)NCc2ccco2)cc1 (configuration not stated)	-2	-4	-2	1.9	3	20	-4	14	1	-0.1
CCCN1CC(=O)N2[C@H](C[C@@]3(n4ccc5ccccc54)c4ccccc4N(S(=O)(=O)c4ccccc4)[C@@H]23)C1=O	6	5	-4	·	-1	·	·	-8	6	0.1
COCc1cc(C)nc(OCC(=O)N/N=C/c2ccc(-c3cccc([N+](=O)[O-])c3)o2)c1C#N	-10	-3	6	·	1	6	-4	-4	4	-0.3
S=C(NCc1ccccc1)NNc1nc2ccccc2[nH]1	-3	2	0	0.9	-7	-6	1	6	7	-1.2
CC1(C)CC(=O)C2=C(C1)N(c1ccccc1)C(=O)C2(O)C(F)(F)F (configuration not stated)	-11	0	2	2.9	3	13	0	3	-3	-0.3
NS(=O)(=O)c1cccc(NC(=O)/C=C/c2cccs2)c1	2	-6	-2	2.9	-1	6	9	-5	2	-0.1

Given in CSV form: part of the list above
smiles,ADAM10 inh,GC-B act,NPR1 activator,GAA850 FXN act,DDE Tn6 FP inh,ASAP1 GAP inh,ARFGAP1 inh,HGIII-sPLA2 inh,rCAG binder,proKLK7 act
CCCCn1cnc2cc(C)c(C)cc21,-1,-3,-2,2.2,-4,7,11,5,-8,0.2
O=C(O)c1ccc(CNS(=O)(=O)c2ccc3ccccc3c2)cc1,-1,5,2,0.9,9,8,2,1,0,0.3
CCCCCc1cc(=O)oc2c(C(CCN3CCCCC3)c3ccc(OC)cc3)c(OC)cc(OC)c12 (configuration not stated),-118,-6,-4,-1.1,0,-8,1,-15,7,-1.9
Cc1cc(C)nc(SCc2ccc(C(=O)NN=C3C4CC5CC(C4)CC3C5)cc2)n1,-3,7,-4,3.0,-1,-3,-6,-1,3,-19
COc1cccc(-c2cc(C(=O)N3CCN(C(=O)c4ccco4)CC3)on2)c1,-3,1,-2,-0.7,-11,-7,2,0,-1,-1.0
O=C(Nc1nncs1)C1CC(=O)N(CCc2ccc(F)cc2)C1 (configuration not stated),1,9,-1,1.0,-3,1,-2,-5,7,0.5
CC(C)CCn1c(CN2CCN(Cc3ccccc3)CC2)nc2c1c(=O)n(C)c(=O)n2C,-7,-18,-8,-4.3,-3,0,-1,-17,-2,0.6
COc1ccc(S(=O)(=O)N2CCOC2CNC(=O)C(=O)NCc2ccco2)cc1 (configuration not stated),-2,-4,-2,1.9,3,20,-4,14,1,-0.1
CCCN1CC(=O)N2[C@H](C[C@@]3(n4ccc5ccccc54)c4ccccc4N(S(=O)(=O)c4ccccc4)[C@@H]23)C1=O,6,5,-4,·,-1,·,·,-8,6,0.1
COCc1cc(C)nc(OCC(=O)N/N=C/c2ccc(-c3cccc([N+](=O)[O-])c3)o2)c1C#N,-10,-3,6,·,1,6,-4,-4,4,-0.3
S=C(NCc1ccccc1)NNc1nc2ccccc2[nH]1,-3,2,0,0.9,-7,-6,1,6,7,-1.2

The results go on.
SMILES	ADAM10 inh	GC-B act	NPR1 activator	GAA850 FXN act	DDE Tn6 FP inh	ASAP1 GAP inh	ARFGAP1 inh	HGIII-sPLA2 inh	rCAG binder	proKLK7 act
CCn1c(-c2ccccc2Cl)nn(CC(=O)NCCc2ccccc2)c1=S	9	2	0	-1.3	-1	4	-2	6	-5	-0.1
N#Cc1ccsc1NC(=O)C1CCCN1S(=O)(=O)c1cccs1 (configuration not stated)	1	3	0	2.0	7	11	0	2	3	0.1
COc1ccccc1NC(=O)c1ccc(C)s1	-4	1	-3	2.8	4	2	-4	2	-2	0.1
COC(C[C@H]1O[C@H]1C(=O)COCc1ccccc1)OC	2	1	0	0.4	2	7	15	15	1	-0.2
C/C(=N\N=C(/N)SC1CC(=O)N(c2ccc(Cl)cc2)C1=O)c1cccs1 (configuration not stated)	15	-6	-6	-1.6	0	9	3	-41	43*	0.4
COc1ccc(Cc2noc(CN(C)Cc3ccc(-n4cccn4)cc3)n2)cc1OC	-1	-2	-1	0.4	0	-8	13	-3	-11	-0.1
Cc1cccc(C(=O)N[C@H](C(=O)Nc2nnc(C3CC3)s2)C(C)C)c1	0	-5	-3	0.8	5	0	2	-16	3	0.5
CCOc1ccccc1NC(=O)c1cc(S(=O)(=O)N2CCN(CC)CC2)ccc1Cl	0	-4	-1	-1.2	-6	-16	-4	-9	-4	-0.1
Cc1ccc(NC(=O)N2CCC(C(=O)NCCC3=CCCCC3)CC2)cc1	2	2	2	1.7	6	5	-4	-3	-2	-0.3
Cc1ccc(S(=O)(=O)N2C[C@H]3[C@H]4C(=O)N(c5ccccc5)C(=O)[C@H]4C[C@H](OC(=O)NC4CC4)[C@@]3(O)C2)cc1	-2	1	-2	1.4	-4	-23	-8	-4	4	0.6
CC(=O)c1cc(CN2C(=O)c3ccccc3C2=O)cs1	6	2	0	-0.4	-3	5	-3	-6	-2	0.7
Cn1c(NCC2CCCCC2)nc2cc(-c3ccsc3)sc2c1=O	-2	-1	6	1.8	2	4	-2	-3	5	-0.9
Nc1c(Cl)ncnc1NCc1ccccc1	3	-1	1	1.3	0	-2	-2	8	-2	0.0
Cc1nnc(SCc2cc(=O)[nH]c(N3CCCCC3)n2)s1	-9	-5	1	-2.4	-9	0	2	1	-1	-0.2
Cc1ccc(S(=O)(=O)N2CCN(C(=O)c3ccc4nc[nH]c4c3)CC2)cc1	-1	-2	2	0.5	7	-11	-15	7	3	-0.1
CC(=O)c1ccc(N2CCN(C(=O)c3cc(-c4ccncc4)nc4ccc(Br)cc34)CC2)cc1	-13	-6	-11	-1.3	4	-4	-6	0	3	-0.7
CSCCC(NC(=O)C1CCC(C)CC1)C(=O)NCCN1CCOCC1 (configuration not stated)	4	3	5	-0.7	-13	-1	1	5	0	-0.6
CCN1C[C@@H]2[C@@H]3C(=O)N(Cc4ccccc4)C(=O)[C@@H]3[C@](CC)(C(=O)OC)N2C1=NC1CCCCC1	-4	-1	-1	0.1	6	4	6	-2	6	1.0
O=C(O)c1cc2ccccc2c(=O)s1	-15	0	-1	0.5	3	2	4	9	3	0.3
COc1ccc(C(=O)NC(=S)Nc2cccc3nc(C)ccc23)cc1OC	5	4	1	0.7	3	-9	9	-2	-2	0.1
CC1N=C(SCC(=O)c2ccc(F)cc2)N2C(C)N=C(SCC(=O)c3ccc(F)cc3)N12 (configuration not stated)	-11	-1	-9	-0.5	2	3	-1	-7	20	-0.4
CCCCC(=O)Nc1ccccc1C(=O)N1CCOCC1	-11	3	2	4.0	-2	3	4	10	5	0.4
O=C(CN1C(=O)C(=O)N(CCC2=CCCCC2)C1=O)c1c[nH]c2ccccc12	7	-4	-1	3.3	-5	14	8	-20	30	-1.4
O=C(NCCOC(=O)c1ccc(C(=O)OCCNC(=O)c2ccccc2)o1)c1ccccc1	-4	-5	0	3.7	6	6	2	-2	2	0.2
CCOC(=O)C(CC)n1cnc2c(oc3ccccc32)c1=O (configuration not stated)	7	-4	-3	2.3	-2	2	2	-1	-1	0.4
N#Cc1cccc(NC(=O)COC(=O)c2ccc[n+]([O-])c2)c1	-16	1	-1	0.1	-4	3	-5	-8	10	0.2
CC(=O)N(CN1C(=O)c2ccc([N+](=O)[O-])cc2C1=O)c1cccc(C(=O)O)c1	-1	2	0	1.0	-1	-5	-13	2	2	-0.1
